Source: PubChem
PMI inhibition: MPI inhibition at elevated mannose 6-phosphate – biochemical, fluorescence intensity, high mannose 6-phosphate, primary screen (AID 1220); inhibition, % at 20 µM, or IC50 in µM where a hit was titrated; 190,000 compounds, 0.66% hits; recombinant PMI enzyme, coupled fluorescence intensity; higher % means a stronger effect
WT yeast gro inh: growth inhibition of WT yeast, mitochondrial fusion screen; mitochondrial fusion phenotypic screen, WT strain; inhibition, % at 10 µM; 190,000 compounds, 2.1% hits; in the data active = inhibition above about 58%; tested in S. cerevisiae
PhoP inhibition: PhoP-dependent GFP reporter repression – Salmonella Typhimurium, primary screen (AID 1863); inhibition, % at 50 µM, or IC50 in µM where a hit was titrated; 300,000 compounds, 0.16% hits; S. Typhimurium PhoP-regulated promoter GFP reporter, 4 h; higher % means a stronger effect;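 active = inhibition over 29.93%, a cutoff 3 SD above the screen mean, later confirmed by dose response; inconclusive = inhibition over 29.93% but no dose response follow-up; inactive = inhibition at most 29.93% or unconfirmed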;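 note: 0% = low Mg2+ inducing control and 100% = high Mg2+ repressing control; strong numbers were not always called active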
TNAP activation fold: stimulation of alkaline phosphatase TNAP activity – biochemical, luminescent, no phosphate acceptor, uHTS, primary screen (AID 1001); purified TNAP, luminescent activation assay, no phosphate acceptor; higher activation fold means a stronger effect; 200,000 compounds, 0.03% hits; activation fold at 20 µM, or EC50 in µM where a hit was titrated; in the data active = activation fold from about 3, or a potency from the dose series; inactive = the rest, 99 in 100 with activation fold below about 1.6; note: many of its hits are not listed in these tables
Myeloid diff MLP: promotes myeloid progenitor differentiation. ER-HoxA9 myeloid progenitors, lysozyme-GFP differentiation, flow cytometry. calls only at 10 µM. 360,000 compounds, 1% hits;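 active = normalized GFP-positive differentiation at or above the plate's own cutoff, the solvent-only control mean plus 3 SD; inconclusive = no clear call, values can overlap the other calls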;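 note: cells exposed to compound for four days before flow analysis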
XIAP antagonists: XIAP antagonists, biochemical, IAP family, fluorescence polarization (AID 1018) | XIAP BIR domain, fluorescence polarization peptide displacement; higher % means a stronger effect | displacement, % at 20 µM, or IC50 in µM where a hit was titrated | 200,000 compounds, 0.007% hits; in the data active = displacement above about 50%; note: a part of the inactive calls stands beside numbers as strong as those of hits
Siah-1 displacement: Siah-1 peptide-binding antagonists, primary screen, biochemical, fluorescence polarization, rhodamine-plectin, uHTS (AID 1817). 290,000 compounds, 0.02% hits. Siah-1 / rhodamine-plectin peptide fluorescence polarization; higher % means a stronger effect. displacement, % at 20 µM; hits with a dose series show IC50 in µM;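 active = displacement of at least 50% at 20 µM, with a fluorescence ratio check between 0.3 and a set limit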;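 note: plate controls were Siah plus tracer with DMSO for no effect and tracer alone without Siah for full effect; strong numbers were not always called active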
human PMI inhibition: MPI enzyme activity inhibition – biochemical, fluorescence intensity, coupled assay, primary screen (AID 1209); purified PMI enzyme, coupled fluorescence intensity; higher % means a stronger effect; 190,000 compounds, 0.42% hits; one-dose inhibition, % at 20 µM; IC50 in µM for titrated hits;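 note: plate controls were DMSO vehicle for no effect and wells lacking substrate for full effect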
RSV CPE inhibition: inhibition of RSV-induced cytopathic effect – HEp-2 cells, primary 10 µM value included (AID 2391); HEp-2 cells, RSV-induced CPE inhibition; higher % means a stronger effect; one-dose CPE inhibition, % at 10 µM; IC50 in µM for titrated hits; 310,000 compounds, 0.13% hits; in the data active = a potency from the dose series; inconclusive = CPE inhibition mostly from about 23% at the one dose, without a potency; inactive = the rest, 99 in 100 with CPE inhibition below about 21%; note: strong numbers were not always called active
WT yeast gro inh mutant strain: also measured in WT yeast gro inh; calls as there; inhibition, %; mitochondrial fusion phenotypic screen, mutant strain inhibition
Myeloid diff MLP GFP+ MAC1+ %: second read-out of Myeloid diff MLP, no call of its own (marks repeat the call); GFP+ MAC1+ double positive, %; measured here: differentiation confirmed by MAC1 staining
Starred values were filed as active, the others as inactive; i = inactive; u = inconclusive; x = not tested or not shown. Cut-off read from the data, not from the text of the source, unless noted: active = inhibition above about 50%; inactive = the rest.

SMILES,PMI inhibition,WT yeast gro inh,WT yeast gro inh mutant strain,PhoP inhibition,TNAP activation fold,Myeloid diff MLP,Myeloid diff MLP GFP+ MAC1+ %,XIAP antagonists,Siah-1 displacement,human PMI inhibition,RSV CPE inhibition
CC(C)(C)Nc1nc(Cl)nc(NCCN2CCOCC2)n1,x,x,x,-5%,x,i,0.3,x,1%,x,3.0%
O=C(Nc1ccccc1OC(F)F)c1ccc(F)cc1,12%,15,23,7%,1.1,i,2.0,-12%,2%,109%*,1.2%
CCOC(=O)Cn1c(=O)c(-c2ccccc2N)nc2ccccc21,x,6,3,4%,x,i,3.4,x,2%,x,0.6%
CCN(CC)CCC#CC(O)(c1ccccc1)C1CCCCC1 (stereo unspecified),2%,-9,12,-3%,1.1,i,0.2,-4.7%,0%,-1%,-2.0%
Cc1cc(=O)[nH]c(N=N/C(=N/Nc2ccc(O)cc2)c2ccccc2)n1,-132%,42,37,-1%,0.5,i,0.7,-6.6%,-4%,-90%,1.2%
O=C(CCC1CCCC1)Nc1ccc(OCC(=O)N2CCOCC2)cc1,0%,-7,0,4%,1.1,i,1.4,-4.1%,1%,-8%,1.4%
Cn1c(-c2ccc3c(c2)OCO3)cc(=O)c2ccccc21,45%,2,-7,0%,1.1,i,2.0,-7.6%,-2%,8%,0.1%
Cc1c(/C=N/NC(=O)C(NC(=O)c2ccc3c(c2)OCO3)C(C)C)c2ccccc2n1C (stereo unspecified),10%,1,-3,16%,1.1,u,x,-4.0%,-1%,11%,u
O=C1NC(=O)/C(=C\c2cn(Cc3ccccc3F)c3ccccc23)N1,2%,-9,17,-3%,1.1,i,0.3,-7.1%,-4%,0%,-0.2%
CCOC(=O)N1CCN(C(=O)c2cn(C)c3ccc(S(=O)(=O)N(C)C4CCCCC4)cc3c2=O)CC1,x,x,x,-8%,x,i,2.6,x,2%,x,1.7%
Cc1nn(C)c(C)c1C1Nc2ccccc2C(=O)N1O (stereo unspecified),-95%,-5,-1,-1%,1.1,i,0.6,-0.7%,2%,-78%,1.9%
CC(=O)N1CCC2(CC1)NC(=O)N(c1ccccc1)N2,-143%,8,1,0%,1,i,1.0,-3.5%,5%,-56%,2.5%
CC(C)n1c(CCCO)nc2ccccc21,0%,-1,-2,-6%,1,i,0.2,-0.2%,-2%,8%,-0.1%
CC(C)COP(=O)(c1ccc(N(C)C)cc1)C(O)c1ccccn1 (stereo unspecified),10%,-15,-6,-1%,1,i,0.6,1.0%,9%,10%,0.7%
COc1ccccc1C1SCCN1S(C)(=O)=O (stereo unspecified),18%,4,-5,5%,1.1,i,0.2,-7.4%,-3%,5%,3.0%
COc1ccc(C2N=C(N)N=C(N)N2c2ccccc2)cc1OC (stereo unspecified),2%,0,0,17%,1.2,i,1.6,-5.7%,-2%,2%,1.3%

Continued, starting with the last 2 of the part before.
SMILES,PMI inhibition,WT yeast gro inh,WT yeast gro inh mutant strain,PhoP inhibition,TNAP activation fold,Myeloid diff MLP,Myeloid diff MLP GFP+ MAC1+ %,XIAP antagonists,Siah-1 displacement,human PMI inhibition,RSV CPE inhibition
COc1ccccc1C1SCCN1S(C)(=O)=O (stereo unspecified),18%,4,-5,5%,1.1,i,0.2,-7.4%,-3%,5%,3.0%
COc1ccc(C2N=C(N)N=C(N)N2c2ccccc2)cc1OC (stereo unspecified),2%,0,0,17%,1.2,i,1.6,-5.7%,-2%,2%,1.3%
O=C(O)/C=C/c1ccc(-n2ccnc2)cc1,x,x,x,5%,x,i,0.4,x,0%,x,0.7%
Cc1nn(-c2ccccc2)c(Cl)c1C(=O)OC(C)C(=O)Nc1ccc2c(c1)OCO2 (stereo unspecified),13%,-7,-3,-8%,1.1,i,2.4,-6.7%,3%,12%,10%
COc1ccc2c3c([nH]c2c1)C1CC2C(CC(O)C(OC)C2CO)CN1CC3 (stereo unspecified),x,x,x,-4%,x,i,2.1,x,2%,x,0.8%
O=C(CSc1oc(-c2ccco2)nc1S(=O)(=O)c1ccccc1)NCC1CCCO1 (stereo unspecified),26%,-17,-5,3%,1.1,i,1.1,-2.8%,3%,18%,0.3%
Cc1cccc(/C(N)=N/OC(=O)c2ccccc2Cl)c1,4%,28,39,-1%,1,i,0.1,-7.5%,3%,-5%,2.3%
Cc1ccc(Nc2nc(N)[nH]c(=O)c2N=O)cc1,x,x,x,-1%,x,i,0.8,x,-7%,x,7.7%
CCCc1nnc(NC(=O)CCC(=O)N2CCN(Cc3ccc(OC)c(F)c3)CC2)s1,x,x,x,1%,x,i,1.7,x,-9%,x,22%
CC1(C)Cc2c(ccc3ccccc23)/C(=C/C(=O)N2CCCCC2)N1,-3%,56,24,10%,1,i,0.7,3.9%,2%,13%,1.8%
Cn1c(SCC(=O)N2CCOCC2)nnc1-c1ccco1,x,x,x,-6%,x,i,0.4,x,2%,x,1.2%
Cc1ccc(C(C)C)c(OCC(=O)Nn2c(C)nc3ccccc3c2=O)c1,-7%,20,-24,2%,1.1,i,1.2,-6.5%,0%,-4%,1.5%
Cc1ccc(NC(=O)c2cc(NC(=O)c3ccco3)ccc2N2CCOCC2)cc1,0%,8,-14,5%,1,u,x,-6.6%,18%,8%,8.6%
COc1cc(C(c2sc3ncnn3c2O)N2CCN(c3ccccc3F)CC2)cc(OC)c1OC (stereo unspecified),9%,7,6,-3%,1.1,i,3.5,-4.0%,0%,9%,1.1%
Cc1cccc(CSCCNC(=S)Nc2ccccc2)c1,8%,71*,59*,1%,1.3,i,0.7,-5.5%,11%,8%,0.9%
COc1ccccc1N1CCN(Cc2cc3c(cc2[N+](=O)[O-])OCO3)CC1,x,x,x,-2%,x,i,0.9,x,2%,x,2.5%
O=C(CCSc1nnc(-c2ccco2)o1)Nc1ccc(Cl)cc1,-6%,-1,-6,3%,1.1,i,0.6,-4.3%,-5%,-2%,1.0%
COc1ccc(C2(CNC(=O)C(=O)Nc3ccc(C)cc3)CCOCC2)cc1,0%,1,13,-2%,1.1,i,0.1,0.2%,8%,10%,0.9%
CCOc1ccc(-c2ccc(C=O)o2)c([N+](=O)[O-])c1,12%,-14,16,-1%,1,i,1.6,-9.3%,5%,19%,7.8%
CC1(C(=O)NCCN2CCOCC2)C=CCN1C(=O)c1ccccc1 (stereo unspecified),-15%,-1,3,0%,1.1,i,1.0,-4.9%,1%,-15%,1.6%
CCC(NC(=O)c1oc2ccccc2c1COC)c1ccc(OC)cc1 (stereo unspecified),x,x,x,1%,x,i,1.9,x,1%,x,3.8%
COc1ccccc1NC(=O)CNC(=O)Cn1c(C)cc2ccccc2c1=O,x,x,x,-10%,x,i,1.5,x,0%,x,0.4%
CCOC(=O)C1C(=O)CC(C)(O)C(C(=O)OCC)C1c1ccc(N(CC)CC)cc1 (stereo unspecified),5%,-5,-7,7%,1.1,i,0.9,-8.8%,-4%,-2%,0.2%
O=C(Nc1ccccc1C(F)(F)F)c1cc(S(=O)(=O)N2CCC3(CC2)OCCO3)ccc1F,7%,-19,-15,-8%,1.2,i,0.7,1.1%,-2%,4%,1.4%
O/N=C1/CCCSc2ccccc21,-9%,3,-5,-3%,1.2,i,2.4,-1.1%,-1%,-3%,-1.8%
Cc1ccc(C2=NN(C(=O)CCC(=O)O)C(c3ccc4c(c3)OCO4)C2)cc1 (stereo unspecified),x,x,x,-4%,x,i,0.2,x,3%,x,-1.8%
COc1ccc(C(=O)Nc2nnc(C3=COCCO3)o2)cc1,x,x,x,-13%,x,i,0.5,x,-4%,x,0.3%
CCN(CC)S(=O)(=O)c1ccc(N(C)C)c(NC(=O)C2CCCC2)c1,x,x,x,-5%,x,i,0.3,x,19%,x,-2.0%
CCC(C(=O)NCc1ccc(F)cc1)N(Cc1cccs1)C(=O)c1snc(C(N)=O)c1N (stereo unspecified),x,x,x,-1%,x,i,1.4,x,2%,x,0.6%
Cc1cc(C(=O)Nc2ccccc2N2CCOCC2)ccc1[N+](=O)[O-],-5%,-10,-5,-4%,1.1,i,0.3,-1.7%,9%,0%,2.3%
Cc1cc(Cl)ccc1C(=O)C1CCCN(C(=O)c2ccoc2)C1 (stereo unspecified),4%,14,6,-10%,1,i,0.6,-5.6%,5%,7%,0.8%
c1ccc(-c2nnc(-c3ccco3)o2)cc1,-8%,-6,-39,-2%,1.1,i,2.7,2.7%,-3%,2%,2.6%
Cc1ccc(C(C)C)c(OCCCN2C(=O)NC(C)(C)C2=O)c1,8%,12,2,6%,1.2,i,1.9,2.4%,0%,3%,1.1%
CSc1nc2ccc(S(=O)(=O)N3CCOCC3)cc2s1,16%,3,7,-3%,1.1,i,1.4,-2.0%,2%,17%,0.1%

Shown as a hit in human PMI inhibition (from the list above):
Structure,PMI inhibition,WT yeast gro inh mutant strain,PhoP inhibition,TNAP activation fold,Myeloid diff MLP GFP+ MAC1+ %,XIAP antagonists,Siah-1 displacement,human PMI inhibition,RSV CPE inhibition
O=C(Nc1ccccc1OC(F)F)c1ccc(F)cc1,12%,23,7%,1.1,2.0,-12%,2%,109%*,1.2%

The results go on:
SMILES,PMI inhibition,WT yeast gro inh,WT yeast gro inh mutant strain,PhoP inhibition,TNAP activation fold,Myeloid diff MLP,Myeloid diff MLP GFP+ MAC1+ %,XIAP antagonists,Siah-1 displacement,human PMI inhibition,RSV CPE inhibition
CCN(CC(=O)NCc1ccccn1)S(=O)(=O)c1ccc(OC)cc1,x,x,x,-1%,x,i,2.7,x,-3%,x,0.8%
Cc1cc(C(F)(F)F)nc(SCc2ccc(C(=O)O)o2)n1,1%,2,3,-14%,0.9,i,0.5,-3.4%,-3%,-9%,-0.2%
CCOC(=O)N1CCN(C(=O)C(=O)c2cn(CC(=O)N3CCCCCC3)c3ccccc23)CC1,x,x,x,-2%,x,u,x,x,-5%,x,3.9%
COCP(=O)(c1ccccc1)c1ccccc1,1%,-7,-15,-10%,1.2,i,2.1,-3.8%,1%,-5%,0.3%
CCC(C)c1ccc(NC(=O)c2cccs2)cc1 (stereo unspecified),1%,20,22,-4%,1.2,i,1.0,-2.4%,1%,1%,38%
COc1ccc(S(=O)(=O)N/N=C\c2ccc3c(c2)OCO3)cc1,5%,-17,-16,-1%,1.1,i,9.8,-0.4%,-3%,8%,-0.1%
